Pin1 inh – human Pin1 inhibition; Q13526; Pin1 FP peptide displacement, HiFluor488, 10 min; Potency, µM (series often up to 115 µM), inactives show at the highest dose activity, negative = inhibition, actives largely listed as inhibitors; hit rate 0.009% among 390,000; active means well fitted inhibition curve with a large enough effect in the polarisation, with a control signal flat, not every such curve was filed as active; inconclusive means small, poorly fitted or top-dose-only effect, or effect the other way, or a change in a side signal; inactive means no such curve, though single readings can be large or run the other way; the % refers to the polarisation; further: on the % scale 0 is the no-effect control and ±100 the full control effect
Target sequence (Q13526 whole entry, looked up): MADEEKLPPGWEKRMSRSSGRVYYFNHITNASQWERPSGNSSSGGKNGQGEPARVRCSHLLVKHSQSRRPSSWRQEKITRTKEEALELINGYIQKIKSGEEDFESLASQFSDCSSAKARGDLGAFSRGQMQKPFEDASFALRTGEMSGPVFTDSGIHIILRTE
Tb PGK inh – T. brucei PGK inhibition; PGK/GAPDH coupled, Kinase-Glo luminescence, 60 min; Potency, µM (titrated, usually from 57.5 µM), without a hit: top-dose activity change, negative = inhibition, hits mostly inhibitors; hit rate 0.043% among 380,000; AID 602233; further: on the % scale 0 is the no-effect control and ±100 the full control effect; nearly all actives have a fitted effect of over 60% in size
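Luminescent ATP detection (Kinase-Glo Plus) follows a 60-minute room-temperature incubation, with wells lacking PGK as controls. Buffer: 100 mM TEA (pH 7.6), 5 mM MgCl2, 0.01% Tween-20. Coupling enzyme GAPDH (100 nM final) supplies unstable 1,3-BPG in-well.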
GLS inhibitor – blocks human kidney-isoform glutaminase activity | GLS enzymatic activity, qHTS titration | AID 624170 | Potency, µM (series often up to 45.5 µM), for inactives: at the highest dose activity change, negative = inhibition, actives largely listed as inhibitors | hit rate 0.21% among 410,000; further: on the % scale 0 is the no-effect control and ±100 the full control effect
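Read-out is an Amplex red fluorescence increase coupled through glutamate oxidase and HRP, measured before and after 30 min room-temperature incubation. hKGA is in 45 mM KH2PO4 (pH 8.2) with 0.02% Tween-20; glutamine added as 1mM solution.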
G9a inh – inhibitors of human histone lysine methyltransferase G9a; Q96KQ7; G9a H3K9 monomethylation, AlphaScreen, 2 h; hit rate 8.8% among 350,000; Potency, µM (series often up to 102 µM), for inactives: top-dose activity, negative = inhibition, usual class: inhibitors; further: on the % scale 0 is the no-effect control and ±100 the full control effect; nearly all actives have a fitted effect of over 75% in size
Target sequence (Q96KQ7 913-1193 limits assumed): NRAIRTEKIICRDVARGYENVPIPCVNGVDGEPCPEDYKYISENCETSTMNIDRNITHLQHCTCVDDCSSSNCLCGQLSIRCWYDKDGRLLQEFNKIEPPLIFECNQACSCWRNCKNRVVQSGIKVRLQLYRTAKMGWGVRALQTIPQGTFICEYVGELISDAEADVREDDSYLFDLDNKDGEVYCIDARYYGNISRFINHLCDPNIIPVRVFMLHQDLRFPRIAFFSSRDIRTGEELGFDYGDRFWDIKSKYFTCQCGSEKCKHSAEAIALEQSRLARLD
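Methyltransferase reactions run at room temperature for 2 h (20 nM enzyme, 500 nM biotin-H3K9 peptide, 20 uM SAM) after a 15 min compound preincubation; product detected by AlphaScreen beads and anti-H3K9me1 antibody.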
JMJD2A Tudor inh – blocks the human JMJD2A Tudor domain; AlphaScreen JMJD2A-Tudor / H3K4me3 peptide binding; AID 504339; hit rate 4.4% among 390,000; Potency, µM (titrated, usually from 114 µM), without a hit: at the top dose activity change, negative = inhibition, hits mostly inhibitors; O75164; further: on the % scale 0 is the no-effect control and ±100 the full control effect; nearly all actives have a fitted effect of over 50% in size
BAZ2B block – inhibitors of human BAZ2B bromodomain | Q9UIF8 | Potency, µM (titrated, usually from 114 µM), without a hit: at the top dose activity change, negative = inhibition, hits mostly inhibitors | AlphaScreen BAZ2B-H3K14Ac peptide displacement | hit rate 4.4% among 360,000; further: on the % scale 0 is the no-effect control and ±100 the full control effect; nearly all actives have a fitted effect of over 60% in size
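Complex of BAZ2B and biotin-H3K14Ac (50 nM apiece) forms over 30 min at RT, then faces library compounds up to 110 uM for another 30 min; AlphaScreen beads added, 20 min dark incubation, luminescence read.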
HP1b chromo inh – blocks HP1-beta chromodomain binding to methylated histone tails. AlphaScreen HP1-beta / biotin-H3K9me3 peptide binding. Potency, µM (doses to about 114 µM), for the others: at the highest dose activity change, negative = inhibition, hits mostly inhibitors. hit rate 0.56% among 390,000. AID 540317; further: nearly all actives have a fitted effect of over 70% in size; inactives centre near 23
Target sequence (P83916 whole entry, looked up): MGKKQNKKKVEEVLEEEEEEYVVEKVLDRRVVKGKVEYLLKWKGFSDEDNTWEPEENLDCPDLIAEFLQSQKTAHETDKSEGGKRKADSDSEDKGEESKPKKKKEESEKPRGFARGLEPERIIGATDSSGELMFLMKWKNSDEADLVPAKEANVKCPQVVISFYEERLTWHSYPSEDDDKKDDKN
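HP1-beta protein (50 nM final) preincubated 30 min at room temperature with biotinylated H3(1-18)K9me3 peptide (50 nM) in PBS pH 7.4, 0.01% Tween-20, then compound added for 30 min. AlphaScreen streptavidin donor/nickel chelate acceptor beads (10 ug/mL final), 30 min dark, luminescence read.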
BLM inh – blocks DNA unwinding by human BLM helicase | hit rate 0.2% among 350,000 | AID 2528 | Potency, µM (highest dose often 56.1 µM), for inactives: at the top dose activity change, negative = inhibition, usual class: inhibitors | recombinant BLM DNA unwinding, fluorescence dequenching;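 further: plate controls were vehicle for no effect and no enzyme for full effect; nearly all actives have a fitted effect of over 35% in size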
Pol iota inh – blocks human DNA polymerase iota activity | Q9UNA4 | Pol iota fluorescent replication assay, 10 min | Potency, µM (highest dose often 115 µM), without a hit: at the highest dose activity, negative = inhibition, usual class: inhibitors | hit rate 1% among 390,000
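Fluorescent replication assay read twice, at 0 min and 10 min after adding 50 nM (final) substrate. Enzyme (10 nM) and compounds were first incubated 15 min at room temperature; enzyme-free buffer wells were negative controls.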
An asterisk follows results filed as active; & = joins results of further samples; [ ] = remark or other dose. Unless noted, the call rests on the fitted dose curve; in most records, active means well fitted curve in the direction sought with a large enough effect; inconclusive means small, poorly fitted or top-dose-only effect, or another doubt; inactive means no such curve, though single readings can be large; an effect the other way counts as inactive or inconclusive. Potency means the concentration at half of the fitted maximal effect. The list is partial; count on the stated rates, not on these rows.

Results for COc1cc2c(cc1CNC[C@H]1O[C@@H](n3cnc(C(N)=O)n3)[C@H](O)[C@@H]1O)OCO2 ?
Pin1 inh: -13%; Tb PGK inh: -9%; GLS inhibitor: -7%; JMJD2A Tudor inh: -12%; HP1b chromo inh: 31%; Pol iota inh: 3%

Results for COC(=O)[C@H](CC(C)C)NC(=O)CCc1nnc(COc2ccccc2)o1 ?
Pin1 inh: 26%; Tb PGK inh: -11%; GLS inhibitor: -10%; JMJD2A Tudor inh: -1%; BAZ2B block: 0%; HP1b chromo inh: 20%; BLM inh: -8%; Pol iota inh: 13%

What do the screens show for `COc1ccc(N2N=NN(C(C)C)C2=C(Cl)c2nnnn2-c2ccc(OC)cc2)cc1`?
Pin1 inh: -1%; Tb PGK inh: inactive; GLS inhibitor: -8%; JMJD2A Tudor inh: -9%; HP1b chromo inh: 45%[activator]; Pol iota inh: -8%

Results for COc1ccc(OCc2nc(N)nc(Nc3ccccc3)n2)cc1 ?
Pin1 inh: -12%; Tb PGK inh: -2%; GLS inhibitor: -1%; G9a inh: inconclusive; JMJD2A Tudor inh: -19%; BAZ2B block: -3%; HP1b chromo inh: 5%; BLM inh: -8%; Pol iota inh: 16%

What do the screens show for `Cc1ccc(-c2nc(SCc3ccc(Br)cc3)n3[nH]c(=O)cc3n2)cc1`?
Pin1 inh: 4%; Tb PGK inh: inconclusive; GLS inhibitor: -13%; G9a inh: -1%[59 µM]; JMJD2A Tudor inh: inconclusive; BAZ2B block: 79µM*; HP1b chromo inh: -2%; BLM inh: 28µM*; Pol iota inh: -22%

Results for Cc1cccc(NC(=O)NC2CCCc3ccccc32)c1 (stereo unspecified) ?
Pin1 inh: 2%; Tb PGK inh: -2%; GLS inhibitor: -2%; G9a inh: 23%; JMJD2A Tudor inh: -19%; BAZ2B block: -21%; HP1b chromo inh: 22%; BLM inh: -12%; Pol iota inh: 26%

Results for Cc1oc(-c2ccccc2F)nc1CN1CCC(C(=O)NC2CC2)CC1 ?
Pin1 inh: inconclusive; Tb PGK inh: -3%; G9a inh: 25%[59 µM]; JMJD2A Tudor inh: -2%; BAZ2B block: 1%; HP1b chromo inh: 26%; BLM inh: 2%; Pol iota inh: 20%

Results for COc1ccccc1OCCn1c(C(C)Oc2ccccc2)nc2ccccc21 (stereo unspecified) ?
Pin1 inh: -1%; Tb PGK inh: inactive; GLS inhibitor: 3%; G9a inh: inconclusive; JMJD2A Tudor inh: -11%; BAZ2B block: -4%; HP1b chromo inh: 37%[activator]; BLM inh: -9%; Pol iota inh: -9%

Results for CCOC(=O)c1c(C)[nH]c(C(=O)COC(=O)c2ccncc2)c1C ?
Pin1 inh: 43%[activator]; Tb PGK inh: inactive; GLS inhibitor: 11%; G9a inh: 25%[2.33 µM]; JMJD2A Tudor inh: -18%; BAZ2B block: -8%; HP1b chromo inh: 23%; BLM inh: -1%; Pol iota inh: 8%

How did Cc1cccc(C)c1OCC(=O)N(Cc1ccc(Cl)cc1)CC1CCCO1 (stereo unspecified) do in these assays?
Pin1 inh: -1%; Tb PGK inh: inactive; GLS inhibitor: -4%; G9a inh: 16%[59 µM]; JMJD2A Tudor inh: 12%; BAZ2B block: 42%[activator]; HP1b chromo inh: 54%[activator]; BLM inh: -7%; Pol iota inh: 24%

Results for Cn1c(N)c(C(=O)COC(=O)c2ccc3c(c2)C(=O)N(c2ccc(Cl)cc2)C3=O)c(=O)n(C)c1=O ?
Pin1 inh: -3%; Tb PGK inh: inactive; GLS inhibitor: 20%; JMJD2A Tudor inh: -16%; BAZ2B block: -11%; HP1b chromo inh: 9%; BLM inh: -3%; Pol iota inh: 204%[activator]

What do the screens show for `CCOC(=O)c1cc(CC)sc1NC(=O)CN1CCN(C(=O)c2ccco2)CC1`?
Pin1 inh: 19%; Tb PGK inh: 1%; GLS inhibitor: -12%; G9a inh: inconclusive; JMJD2A Tudor inh: inconclusive; BAZ2B block: inconclusive; HP1b chromo inh: -15%; BLM inh: -9%; Pol iota inh: -7%

Results for O=C(CSc1nnc(NC(=O)c2ccco2)s1)Nc1cccc(F)c1 ?
Pin1 inh: -1%; Tb PGK inh: 5%; GLS inhibitor: 4%; G9a inh: -4%; JMJD2A Tudor inh: -1%; BAZ2B block: -1%; HP1b chromo inh: 21%; BLM inh: -2%; Pol iota inh: 12%

How did O=C(/C=C/Nc1ccccc1)c1cnc(-c2ccccc2)s1 do in these assays?
Pin1 inh: 2%; Tb PGK inh: 4%; GLS inhibitor: 5%; G9a inh: 48%[59 µM]; JMJD2A Tudor inh: -1%; BAZ2B block: -33%; HP1b chromo inh: 27%; BLM inh: -1%; Pol iota inh: 20%

Results for CC(C)CNS(=O)(=O)c1ccc(OCC(=O)NCc2ccco2)cc1 ?
Pin1 inh: 0%; Tb PGK inh: 4%; GLS inhibitor: 41%[activator]; G9a inh: -1%[59 µM]; JMJD2A Tudor inh: -8%; BAZ2B block: 3%; HP1b chromo inh: 6%; BLM inh: 3%; Pol iota inh: 131%[activator]

How did Cc1ccc(C(=O)NCC(=O)NNC(=O)CN(C)S(=O)(=O)c2ccc(Cl)cc2)s1 do in these assays?
Pin1 inh: -8%; Tb PGK inh: -4%; GLS inhibitor: 6%; G9a inh: 7%; JMJD2A Tudor inh: -8%; BAZ2B block: -3%; HP1b chromo inh: 31%; Pol iota inh: -3%

What do the screens show for `O=C(Nc1ccccc1)c1ccccc1O`?
Pin1 inh: 4%; Tb PGK inh: inactive; GLS inhibitor: 19%; G9a inh: -4%[59 µM]; JMJD2A Tudor inh: -13%; HP1b chromo inh: 9%; BLM inh: -2%; Pol iota inh: -9%

How did COc1ccc2nc(NC(=O)c3cc(S(=O)(=O)N4CCOCC4)ccc3C)sc2c1 do in these assays?
Pin1 inh: 2%; Tb PGK inh: 2%; GLS inhibitor: 11%; G9a inh: -33%[59 µM]; JMJD2A Tudor inh: -8%; BAZ2B block: -18%; HP1b chromo inh: 10%; BLM inh: -16%; Pol iota inh: -1%

How did CC(=O)Nc1ccc(C2CC(c3ccc(Cl)cc3)=NN2c2ccccc2)cc1 (stereo unspecified) do in these assays?
Pin1 inh: -6%; Tb PGK inh: -6%; GLS inhibitor: 4%; G9a inh: 15%; JMJD2A Tudor inh: 24%; BAZ2B block: 16%; HP1b chromo inh: 68%[activator]; BLM inh: -8%; Pol iota inh: 20%

Results for CC(C)(C)[C@@H]1COC(=O)[C@H](Cc2ccc(F)cc2)C/C=C\C[C@H](CC(=O)N(CCO)Cc2ccccc2)C(=O)N1 ?
Pin1 inh: 1%; Tb PGK inh: -1%; GLS inhibitor: 3%; JMJD2A Tudor inh: -16%; HP1b chromo inh: 58%[activator]; Pol iota inh: 40%[activator]

What do the screens show for `CC(=O)c1ccc(NC(=O)c2cc(-c3ccc(C)s3)nc3ccccc23)cc1`?
Pin1 inh: 7%; Tb PGK inh: -1%; GLS inhibitor: -1%; G9a inh: -3%[59 µM]; JMJD2A Tudor inh: 11%; BAZ2B block: 5%; HP1b chromo inh: 40%[activator]; BLM inh: -3%; Pol iota inh: 17%

Results for COc1ccc(NC(=S)NCc2cccs2)cc1 ?
Pin1 inh: 1%; Tb PGK inh: 8%; GLS inhibitor: 0%; G9a inh: 5%; JMJD2A Tudor inh: -17%[11.4 µM]; BAZ2B block: -28%; HP1b chromo inh: 13%; BLM inh: 1%; Pol iota inh: 90%[activator]

How did CC(C)(C)CC(C)(C)NC(=S)Nc1ccc2nc(-c3ccccn3)c(-c3ccccn3)nc2c1 do in these assays?
Pin1 inh: inconclusive; Tb PGK inh: -9%; GLS inhibitor: 3%; JMJD2A Tudor inh: inconclusive; BAZ2B block: -2%; HP1b chromo inh: 10%; BLM inh: -24%; Pol iota inh: 10%

How did CC(C)CC(=O)Nc1ncnc2c1C(=O)CC(C)(C)C2 do in these assays?
Pin1 inh: 2%; Tb PGK inh: inactive; GLS inhibitor: 1%; G9a inh: 4%[12.7 µM]; JMJD2A Tudor inh: -6%; BAZ2B block: 6%; HP1b chromo inh: 49%[activator]; BLM inh: -4%; Pol iota inh: -1%

How did COc1ccc(NC(=O)C2CC3C=CC2C3)c([N+](=O)[O-])c1 (stereo unspecified) do in these assays?
Pin1 inh: 4%; Tb PGK inh: -5%; GLS inhibitor: 9%; JMJD2A Tudor inh: inconclusive; HP1b chromo inh: -23%; Pol iota inh: -5%

What do the screens show for `[N-]=[N+]=NC(c1ccccc1)c1nc2ccccc2[nH]c1=O` (stereo unspecified)?
Pin1 inh: 0%; Tb PGK inh: 0%; GLS inhibitor: 5%; G9a inh: 10%; JMJD2A Tudor inh: -8%; BAZ2B block: 3%; HP1b chromo inh: 16%; BLM inh: -10%; Pol iota inh: 153%[activator]

Results for COC(=O)c1cccc(S(=O)(=O)N2CCOCC2)c1 ?
Pin1 inh: -7%&-12%; Tb PGK inh: 5%; GLS inhibitor: 13%; G9a inh: -8%[12.7 µM]; JMJD2A Tudor inh: -5%&-1%; BAZ2B block: 10%; HP1b chromo inh: 40%&39%[activator]; BLM inh: 0%; Pol iota inh: 31%&11%[activator]

What do the screens show for `Cc1cc(C(F)(F)F)n2ncc(-c3ccc(F)cc3)c2n1`?
Pin1 inh: 0%; Tb PGK inh: -10%; GLS inhibitor: 4%; G9a inh: -2%[12.7 µM]; JMJD2A Tudor inh: -7%; BAZ2B block: -8%; HP1b chromo inh: 16%; BLM inh: 0%; Pol iota inh: -3%

Results for COCC(=O)N1CCCN(c2nc3c(C)cccc3cc2C#N)CC1 ?
Pin1 inh: -3%; Tb PGK inh: -1%; GLS inhibitor: 15%; G9a inh: 6%[12.7 µM]; JMJD2A Tudor inh: 3%; BAZ2B block: -1%; HP1b chromo inh: 83%[activator]; BLM inh: 0%; Pol iota inh: 9%

High-throughput results: PubChem, National Center for Advancing Translational Sciences (NCATS)
